# VLA-4 inh: inhibition in a human VLA-4 binding assay; hit rate 0.2% among 330,000; inhibition, % (about 7 µM as worked out from the volumes in the protocol); VLA-4 expressing cells, ligand binding flow cytometry; in the data active = inhibition above about 50%
# Target sequence (P13612 whole entry, looked up): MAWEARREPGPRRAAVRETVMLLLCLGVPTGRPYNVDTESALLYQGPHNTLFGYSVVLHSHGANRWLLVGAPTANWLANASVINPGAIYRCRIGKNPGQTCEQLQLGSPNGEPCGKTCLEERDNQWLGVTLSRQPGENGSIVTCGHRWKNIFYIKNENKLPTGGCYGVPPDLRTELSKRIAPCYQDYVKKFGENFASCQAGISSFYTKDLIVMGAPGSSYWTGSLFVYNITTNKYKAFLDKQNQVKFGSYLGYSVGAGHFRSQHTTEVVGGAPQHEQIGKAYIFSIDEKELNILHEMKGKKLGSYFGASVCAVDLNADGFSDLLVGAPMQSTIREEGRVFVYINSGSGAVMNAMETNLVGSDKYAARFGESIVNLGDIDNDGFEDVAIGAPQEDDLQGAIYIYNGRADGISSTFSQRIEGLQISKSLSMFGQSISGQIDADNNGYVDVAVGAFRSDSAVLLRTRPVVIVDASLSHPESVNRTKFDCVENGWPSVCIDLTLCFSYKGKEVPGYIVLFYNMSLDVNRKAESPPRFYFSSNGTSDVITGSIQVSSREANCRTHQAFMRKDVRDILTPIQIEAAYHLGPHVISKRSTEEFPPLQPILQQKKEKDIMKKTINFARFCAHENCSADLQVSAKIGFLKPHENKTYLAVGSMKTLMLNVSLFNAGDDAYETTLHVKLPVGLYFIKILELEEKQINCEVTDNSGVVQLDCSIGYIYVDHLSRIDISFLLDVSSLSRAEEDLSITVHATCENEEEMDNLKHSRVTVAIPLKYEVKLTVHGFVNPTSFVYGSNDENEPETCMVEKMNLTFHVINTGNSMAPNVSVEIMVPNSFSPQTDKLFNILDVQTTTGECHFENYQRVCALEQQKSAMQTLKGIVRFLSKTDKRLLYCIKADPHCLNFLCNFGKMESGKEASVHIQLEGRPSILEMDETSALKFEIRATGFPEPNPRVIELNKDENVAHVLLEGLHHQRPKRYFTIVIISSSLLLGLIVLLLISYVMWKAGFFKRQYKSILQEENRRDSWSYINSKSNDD
# CIT2 TOR yeast: alters CIT2-GFP fluorescence in TOR pathway yeast screen | S. cerevisiae CIT2-GFP strain, flow cytometry, 3 h; 100 means same as DMSO wells | GFP response vs DMSO, % at 10 µM | hit rate 0.065% among 320,000;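 active = GFP response relative to DMSO above a set limit, near the screen mean plus 3 SD, cut at about 150% in these data; inconclusive = Fewer than 70 cells measured for a yeast strain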;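 note: ratio of well median GFP fluorescence to mean of DMSO wells on the plate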
# AGP1 TOR yeast: alters AGP1-GFP fluorescence in TOR pathway yeast screen; AID 2066; S. cerevisiae AGP1-GFP multiplex flow cytometry, 3 h; GFP as percent of DMSO wells; GFP response vs DMSO, % at 10 µM; hit rate 0.02% among 320,000;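 active = GFP response relative to DMSO above a set limit, near screen average plus 3 SD, cut at about 150% in these data; inconclusive = fewer than 70 cells counted for the yeast strain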;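 note: median GFP channel fluorescence of the gated AGP1 strain per well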
# Bcl-xL primary: inhibitors of human Bcl-xL; Q07817; GST-Bcl-xL / FITC-Bim BH3 peptide fluorescence polarization; inhibition, % at 10.9 µM; hit rate 0.7% among 320,000; AID 2129;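 active = inhibition above the mean of all tested compounds plus 3 SD, cutoff set per campaign, cut at about 30% in these data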;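 note: 0% = DMSO wells and 100% = unlabeled Bim-BH3 peptide competitor; inhibitors lower millipolarization by displacing the labeled peptide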
# MEX-5 binding: C. elegans MEX-5 TCR-2 RNA binding activity; MEX-5/FITC-TCR2 RNA binding, fluorescence polarization; hits give low values; activity score (negative = inhibition of binding), % at 10 µM; hit rate 0.38% among 300,000; Q9XUB2; AID 1832;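 active = inhibition past about -25% in most replicates, and total fluorescence under double the plate's negative control median, limit read from the data; inconclusive = replicates evenly split on the limit, or fluorescence at least double controls; inactive = too little inhibition in most replicates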;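 note: 0% = DMSO and -100% = 5 µM competing unlabeled TCR2 RNA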
# CR mimetic SO: lowers age-related superoxide in aged yeast cells. S. cerevisiae aged cells, superoxide DHE fluorescence; hits give low values. superoxide response (% of plate mean), % at 10 µM. hit rate 0.18% among 330,000. AID 2690;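 active = superoxide response under a set limit, about three screen SD below normal, cut at about 65% in these data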;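 note: yeast aged for seven days with compound at 30 °C before DHE staining; 100% = average MFI of all compound-treated wells on the plate with controls excluded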
# GRK2 aptamer HTS: inhibitors of human GRK2 displacing RNA aptamer. hit rate 0.59% among 330,000. inhibition of aptamer binding, % at 10 µM. bead flow cytometry, FAM-aptamer displacement from GRK2. P25098;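 active = inhibition of aptamer binding above 40%, roughly 3 SD of noise, on plates passing a quality check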;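 note: median bead fluorescence of bound FAM aptamer so fluorescent compounds give negative values; no value below 0 was filed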
# GLD-1 RNA inh: GLD-1-TGE RNA interaction inhibition (C. elegans); purified GLD-1 + fluorescein TGE RNA, fluorescence polarization; inhibition, % at 5.96 µM; hit rate 0.44% among 320,000;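 active = percent inhibition above a per-plate cutoff, the plate mean of test compounds plus 3 SD, cut at about 30% in these data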;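 note: 0% = DMSO wells with GLD-1 and probe and 100% = wells lacking GLD-1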
# MCL1 BIM primary: MCL1-BIM-BH3 interaction inhibition (human) | inhibition, % at 10.9 µM | hit rate 0.68% among 320,000 | AID 2057 | GST-MCL1 / FITC-Bim-BH3 fluorescence polarization;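 active = inhibition above the mean inhibition of all tested compounds plus 3 SD, set per campaign, cut at about 40% in these data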;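 note: 0% = DMSO wells and 100% = unlabeled Bim-BH3 peptide control; higher means more loss of mP so more displacement of Bim peptide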
# * marks the source's active call; other numbers are inactive results; ? = inconclusive; / = no result given; [ ] = dose if it differs, or a comment.
# The opening 5 compounds, to show the layout:
SMILES,VLA-4 inh,CIT2 TOR yeast,AGP1 TOR yeast,Bcl-xL primary,MEX-5 binding,CR mimetic SO,GRK2 aptamer HTS,GLD-1 RNA inh,MCL1 BIM primary
CC(=O)Oc1ccc2nc(/C=C/c3ccccc3)oc(=O)c2c1,-10,81,68,7,2.2,90,6,9,-4
COc1cccc(C(=O)/C=C/c2ccc(SC)cc2)c1,/,97,98,6,-0.6,96,2,8,-5
Cc1cc(-n2cnc(-c3cn[nH]c3C)n2)no1,4,88,98,6,0.4,94,4,5,8
COc1ccc(CC(=O)Nc2cccc(C(C)=O)c2)cc1S(=O)(=O)N1CCOCC1,8,88,100,3,/,93,0,6,0
C/C(=N\NC(=O)c1ccccc1)c1ccc(C)c([N+](=O)[O-])c1,23,102,99,-1,-1.5,105,2,8,-1

# Results, repeating the preview:
SMILES,VLA-4 inh,CIT2 TOR yeast,AGP1 TOR yeast,Bcl-xL primary,MEX-5 binding,CR mimetic SO,GRK2 aptamer HTS,GLD-1 RNA inh,MCL1 BIM primary
CC(=O)Oc1ccc2nc(/C=C/c3ccccc3)oc(=O)c2c1,-10,81,68,7,2.2,90,6,9,-4
COc1cccc(C(=O)/C=C/c2ccc(SC)cc2)c1,/,97,98,6,-0.6,96,2,8,-5
Cc1cc(-n2cnc(-c3cn[nH]c3C)n2)no1,4,88,98,6,0.4,94,4,5,8
COc1ccc(CC(=O)Nc2cccc(C(C)=O)c2)cc1S(=O)(=O)N1CCOCC1,8,88,100,3,/,93,0,6,0
C/C(=N\NC(=O)c1ccccc1)c1ccc(C)c([N+](=O)[O-])c1,23,102,99,-1,-1.5,105,2,8,-1
CCn1c(C)c(C)c2cc(C(=O)NCCCN3CCCCC3)ccc21,-16,101,105,7,1.1,83,0,-6,4
CC(C)(C)N(Cc1ccccc1)C(=O)COC(=O)/C=C/c1ccc2c(c1)OCO2,10,91,92,2,/,89,0,3,-8
CC(C)c1ccc(C(O)Cc2nc3ccccc3n2C)cc1 (stereo not given),-5,108,107,4,2.6,109,0,4,5
CCc1ccc(N(C(=O)c2ccco2)C(C(=O)NC2CCCC2)c2ccco2)cc1 (stereo not given),0,99,100,-1,-0.4,100,1,2,-4
Cc1ccc(C(=O)N2CCC(C(=O)Nc3cccc([N+](=O)[O-])c3)CC2)cc1,2,102,103,4,1.5,94,5,5,1
Cc1sc2nc(CSCC(=O)Nc3cc(F)ccc3F)[nH]c(=O)c2c1C,-2,92,102,-1,/,85,4,0,-1
O=C(Cc1sc(Nc2ccccc2)nc1-c1ccccc1)NCc1ccccc1,-2,88,85,-5,/,80,0,0,-6
Cc1cc2cc3c(cc2nc1SCC(=O)Nc1c(C)cccc1C)CCC3,13,89,87,1,-0.4,96,5,6,1
COc1ccccc1CNC(=O)CCC(=O)N1CCOc2ccc(Cl)cc21,-3,87,94,2,0.4,98,2,5,1
COc1cc(CNCCc2ccc(S(N)(=O)=O)cc2)ccc1OCC(=O)NC1CCCCC1,12,97,100,4,2.9,89,1,-3,6
CCOc1ccccc1NC(=O)CCCNC(=O)Cn1cnc2sc(C)c(C)c2c1=O,0,102,104,1,1.1,103,/,-2,6
Cc1ccc(N2C(=O)c3ccc(C(=O)N4CCN(c5ccc(C)c(C)c5)CC4)cc3C2=O)cc1,14,103,97,-3,0.6,102,1,-5,-5
CCOC(=O)N1CCN(C(=O)Cc2ccsc2)CC1,-5,?,?,2,0.8,105,0,3,1
CS(=O)(=O)N(CC(=O)Nc1ccccc1)Cc1ccc(Cl)cc1,6,98,/,0,0.3,100,1,7,0
CC(C)Oc1ccc(CNS(=O)(=O)c2csc(C(N)=O)c2)cc1,24,93,89,10,3.5,93,0,-4,4

# Part of the list above in a different format:
smiles: CS(=O)(=O)N(CC(=O)Nc1ccccc1)Cc1ccc(Cl)cc1
- VLA-4 inh: 6
- CIT2 TOR yeast: 98
- AGP1 TOR yeast: /
- Bcl-xL primary: 0
- MEX-5 binding: 0.3
- CR mimetic SO: 100
- GRK2 aptamer HTS: 1
- GLD-1 RNA inh: 7
- MCL1 BIM primary: 0

smiles: Cc1cc2cc3c(cc2nc1SCC(=O)Nc1c(C)cccc1C)CCC3
- VLA-4 inh: 13
- CIT2 TOR yeast: 89
- AGP1 TOR yeast: 87
- Bcl-xL primary: 1
- MEX-5 binding: -0.4
- CR mimetic SO: 96
- GRK2 aptamer HTS: 5
- GLD-1 RNA inh: 6
- MCL1 BIM primary: 1

# Next compounds follow:
SMILES,VLA-4 inh,CIT2 TOR yeast,AGP1 TOR yeast,Bcl-xL primary,MEX-5 binding,CR mimetic SO,GRK2 aptamer HTS,GLD-1 RNA inh,MCL1 BIM primary
COc1cc(NC(=O)c2ccccc2)c(OC)cc1NC(=O)CN1CCOCC1,5,94,99,0,2.3,96,2,-3,-2
O=C(CNC(=S)N(Cc1ccccc1Cl)C1CCCC1)NCCN1CCOCC1,-4,95,108,2,-2.4,104,1,3,4
COCCCn1c(SCC(=O)N2CC(=O)Nc3ccccc32)nnc1-c1ccoc1C,13,89,91,0,-0.9,120,0,-9,5
O=C(COc1ccc(S(=O)(=O)N2CCCC2)cc1Cl)NC1CC1,-1,89,96,-1,1.0,125,0,0,1
O=c1c2c3c(sc2nc2n1CCCC2)CCCCC3,-1,98,96,4,0.5,106,0,4,7
Cc1cc(=O)n2nc(N3CCC(C(=O)NC4CCCc5ccccc54)CC3)sc2n1 (stereo not given),-3,91,/,3,/,91,0,2,2
C#CCOCCOCCOCCNc1nc(N2CCN(C(=O)CCCCCCCCCCNC(=O)[C@@H](CCSC)n3cc(CCO)nn3)CC2)nc(N2CCN(C(=O)CCCCCCCCCCNC(=O)[C@H]([C@@H](C)CC)n3cc(CCCCCN)nn3)CC2)n1,-12,79,87,4,/,97,0,0,8
C[C@H](NC(=O)c1nc[nH]c1C(=O)N1CCc2ccccc2C1)C(=O)OC(C)(C)C,-10,111,92,10,3.3,107,1,-3,3
Nc1ccc(Sc2cnn(-c3ccccc3)c(=O)c2Cl)cc1,15,110,100,4,-1.2,106,0,-7,7
O=C(CSc1nc2c(cnn2-c2ccccc2)c(=O)[nH]1)N1N=C(c2cccs2)CC1c1ccc(F)cc1 (stereo not given),-36,114,108,4,2.4,83,0,2,3
Cc1cccn2c(=O)c3cc(C(=O)NC4CCCCC4)c(=N)n(Cc4ccccc4)c3nc12,-12,94,20,3,?,115,14,3,5
CC1CCCN(Cc2ccc(OCc3ccccc3)cc2)C1 (stereo not given),17,103,105,3,-2.2,92,2,-2,4
COc1ccc([C@@H]2Sc3ccccc3NC(=O)[C@@H]2O)cc1,2,/,/,3,-0.4,100,0,-3,5
Nc1ccc2nc(C(F)(F)F)[nH]c2c1,4,97,97,5,-5.8,105,0,-2,4
CN(CC(=O)Nc1ccccc1N1CCOCC1)CC(=O)Nc1ccc(F)c(F)c1F,3,101,107,1,2.1,96,0,4,5
CN(C)S(=O)(=O)c1cccc(NC(=O)COC(=O)CNC(=O)c2cccc([N+](=O)[O-])c2)c1,-3,113,110,7,0.5,100,3,6,-3
Cc1cccc(NC(=O)c2ccccc2O)c1C,17,81,87,-2,-0.3,78,0,3,1
Cc1ccc(C)c(NC(=O)CCN2CCN(C)CC2)c1,6,102,96,6,-0.6,102,0,4,-10
Cc1cc(C)nc(NNS(=O)(=O)c2ccc(Cl)cc2)n1,8,110,103,/,/,104,3,-5,/
Cc1[nH]n(-c2ccccc2)c(=O)c1C=Nc1ccc(S(=O)(=O)N=C(N)N)cc1,0,101,102,0,-2.6,100,2,5,0
CCOc1ccc(Nc2oc(-c3cccc(Cl)c3)nc2C#N)cc1,6,96,100,1,1.4,110,3,7,1
O=C(Nc1ccc(Cl)c([N+](=O)[O-])c1)c1ccc(NCCCN2CCOCC2)c([N+](=O)[O-])c1,5,104,109,-25,-1.3,90,0,3,-42
Cc1ccc(CSc2ccc(S(=O)(=O)N3CCCC3)cn2)cc1,3,92,98,6,/,85,6,0,1
Cc1cc2c(=O)n(C)c(SCC(=O)NC3CCCC3)nc2s1,25,73,83,1,-0.5,104,4,6,-7
O=C(CSc1cccc2cccnc12)N/N=C/c1cccnc1,-13,103,114,6,1.1,108,2,10,0
Cc1ccc2c(c1)N(CC(=O)NCC1CCCO1)C(=O)CO2 (stereo not given),6,101,99,4,-0.1,96,1,5,4
Cc1cccc(Nc2ccc([N+](=O)[O-])cn2)c1,-3,98,90,/,3.8,94,0,/,/
CN1CCN(C2Cc3cc(Cl)ccc3Sc3cc(F)ccc32)CC1 (stereo not given),28,96,102,2,/,112,0,3,-1
O=[N+]([O-])c1ccc(/C=N/n2cnc3ccccc32)s1,-8,?,62[may fluoresce violet],52*,-41*,96,0,7,72*
CCN(CC)C(=O)Cn1nc(-c2ccccc2O)nc1SCC(=O)Nc1ccc(OC)cc1,18,98,107,3,1.7,107,1,7,2
NC(=O)CSc1nnc(-c2ccc(S(=O)(=O)N3CCCC3)cc2)n1CC1CCCO1 (stereo not given),5,99,102,-2,1.0,91,2,6,6
CN(C)CCCN(C(=O)c1cc2ccccc2oc1=O)c1nc2ccc(F)cc2s1,3,94,96,-3,1.7,98,0,-4,-4
COc1ccc(S(=O)(=O)NCc2ccccn2)cc1,/,/,/,3,2.7,/,/,1,-1
COC(=O)c1sc(NC(=O)COc2cccnc2[N+](=O)[O-])c(C(=O)OC)c1C,4,98,102,7,/,122,1,9,9
CC(OC(=O)c1ccccc1O)C(=O)Nc1cccc(Cl)c1 (stereo not given),6,103,108,-1,1.1,83,0,-8,-4
O=C(CNC1CCCC1)Nc1ccc(N2CCCCCC2)cc1,-2,75,98,8,-5.6,103,0,4,6
CCc1c(C)nc(SCC(=O)c2ccc(C)c(C)c2)[nH]c1=O,-3,104,106,0,1.3,92,3,2,5
O=C(O)CCCC(=O)Nc1cccc([N+](=O)[O-])c1,5,108,111,11,0.2,104,4,0,8
Cc1cc(NC(=O)CC#N)n(-c2nc3ccccc3[nH]2)n1,1,108,97,-9,17,110,0,-16,-12
CC(C)CN(CC(C)C)C(=O)Cc1coc2ccc3ccccc3c12,4,94,94,1,0.0,100,0,0,0
CS(=O)c1nc(-c2ccc(Br)cc2)cc(-c2ccccc2)c1C#N (stereo not given),59*,87,91,5,-1.4,93,6,-2,3
NC(=O)c1ccccc1N,14,100,97,6,2.2,131,0,6,5
COc1ccc(-c2nc3c(n2O)CCCC3=O)cc1OC,11,94,102,3,-1.8,106,1,7,5
CCOC(=O)c1c(C)n(C)c2ccc(OC)c(NC(=O)CCN3CCSCC3)c12,2,100,101,4,-1.1,124,1,6,1

# Assay outcomes (PubChem BioAssay)
